Cneo AK release – Cryptococcus neoformans cell lysis inducers, primary screen, AK release luminescence, single concentration; lysis activity, % at 15 µM; 360,000 compounds, 0.2% hits; C. neoformans lysis, adenylate kinase release luminescence, 4 h; normalised: neutral wells 0, clomiphene wells 100;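 active means mean lysis activity across replicates of at least 80%, whatever share of replicates individually reach that level; inactive means mean lysis activity below 80%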
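read-out = cell lysis signal | test system = log-phase Cryptococcus neoformans yeast cells | input = cells at 5 × 10^6 per mL | medium = fresh YPD growth medium | signal = luminescent adenylate kinase detection reagent | timing = 4 h at 37 °C static, read 1 h later | dosing = single dose | controls = Clomiphene as positive lysis control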
CASP6 VEID inh – human caspase-6 inhibitors, primary screen, biochemical, VEID-R110 fluorescence, single point, set 2; 350,000 compounds, 0.53% hits; inhibition, % at 12.5 µM; P55212; purified caspase-6, Z-VEID-R110 cleavage fluorescence;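 active means mean inhibition across replicates at least about 35%, with every replicate also reaching that limit, limit read from the data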;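 further: 0% = median of neutral control wells and 100% = no fluorescence left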
Target sequence (P55212 24-179 limits assumed): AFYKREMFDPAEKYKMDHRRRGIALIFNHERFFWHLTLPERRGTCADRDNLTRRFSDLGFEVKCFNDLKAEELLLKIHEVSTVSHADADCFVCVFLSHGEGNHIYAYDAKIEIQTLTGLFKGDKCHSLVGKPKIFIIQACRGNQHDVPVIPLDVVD
Target sequence (P55212 194-293 limits assumed): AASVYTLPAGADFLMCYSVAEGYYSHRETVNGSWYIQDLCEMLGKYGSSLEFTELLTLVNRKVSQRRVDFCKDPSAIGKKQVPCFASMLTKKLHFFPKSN
PGC1a acetyl inh – inhibitors of PGC1a acetylation signal, primary screen, cell-based, U2OS, AlphaScreen, inhibitor mode; 350,000 compounds, 0.17% hits; AID 651687, 2012; inhibition, % at 15.6 µM; AlphaScreen anti-acetyl-lysine; with virally co-expressed GCN5 acetyltransferase;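 active means every replicate shows inhibition of at least 40%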;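 further: 0% = neutral control wells and 100% = positive control wells; some results beyond the cut were filed as inactive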
LGR2 inh – inhibitors of bursicon-induced LGR2 CRE-luciferase signal, primary screen, cell-based, HEK293, CRE-luciferase reporter, bursicon stimulation. 380,000 compounds, 0.35% hits. AID 720647, 2013. inhibition, % at 9.99 µM. bursicon-stimulated, 4 h;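 active means drop in luminescence signal, shown as inhibition above about 50% in the replicate tests, limit read from the data, passing the limit was not always enough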;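 further: agonist challenge used bursicon conditioned medium at about half maximal strength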
PAX8 inh HTS – inhibitors of PAX8-driven TPO luciferase reporter, primary screen, RMG-I cells, single concentration | 360,000 compounds, 1.2% hits | inhibition, % at 12.6 µM | SteadyGlo, 24 h;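 active means mean replicate inhibition at least 60% with every replicate also reaching 60%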;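 further: luciferase light reporting Pax8 driven TPO promoter activity; plate controls were median of neutral control wells for no effect and mitoxantrone controls for full effect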
EWS-Fli inh – EWS/Fli-driven NR0B1 reporter inhibitors, primary screen, A673 cells, NR0B1 luciferase, luminescence, MLPCN library | inhibition, % at 12.6 µM | viability-normalised | 350,000 compounds, 0.67% hits | AID 651661, 2012;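 active means mean inhibition of at least 50% after viability correction, with every replicate also passing that limit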;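 further: firefly luciferase signal divided by Alamar Blue viability fluorescence both relative to DMSO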
miR-122 sensor – miR-122 Renilla sensor signal increase in Huh7, primary screen, miR-122 inhibitor project, cell-based, single point, plate reader. Huh7 miR-122 Renilla luciferase sensor, 48 h; neutral wells = 0, positive control = 100. activation (reporter increase), % at 12.5 µM. 340,000 compounds, 0.3% hits;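 active means mean replicate activation score at least 90 and every replicate individually at or above 90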;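 further: higher luciferase means less miR-122 activity so hits act as miR-122 inhibitors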
FN deposit inh – inhibitors of fibronectin matrix deposition, primary screen, AH1F cells, Alexa488-fibronectin fluorescence, plate reader. AH1F fibroblasts, overnight. inhibition, % at 12.6 µM. 350,000 compounds, 0.086% hits. AID 743247, 2014;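 active means mean inhibition across replicates of 30% or more, regardless of how many single replicates reach that level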;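 further: positive control wells lacked labelled fibronectin entirely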
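Schedule: 1 h cell adhesion before compound, then overnight fibronectin incubation; test system: AH1F fibroblast monolayer depositing Alexa488-labelled fibronectin into matrix; quantity: 10000 AH1F cells per well; probe or stimulus: fluorescent fibronectin at 24 nM final; signal: fluorescence, ex 485 nm, em 525 nm; evaluation: percent inhibition as loss of matrix-bound fibronectin fluorescence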
An asterisk follows results filed as active; . = not tested or not shown; & = joins results of further samples; ! = a repeat was not active; [ ] = another dose, or the depositor's remark. No enrichment for hits. About 2.5% of those tested had a hit in this group.

SMILES	Cneo AK release	CASP6 VEID inh	PGC1a acetyl inh	LGR2 inh	PAX8 inh HTS	EWS-Fli inh	miR-122 sensor	FN deposit inh
O=C(O)Cn1c(-c2ccccn2)nc2ccccc21	2	-3	-1	-4	-35	-39	-5	-2
COc1ccc(S(=O)(=O)N2CCC3(CC2)OCCN3S(=O)(=O)c2cccs2)cc1	-2	0	0	8	40	6	75	-34
C[C@H](O)C#Cc1ccc2c(c1)O[C@H](CN(C)CC1CCOCC1)[C@@H](C)CN([C@H](C)CO)S2(=O)=O	6	-1	-15	16	-1	8	10[16.7 µM]	11
Cc1ccc(S(=O)(=O)N2CCC(=O)N(C(COCc3cccc(Cl)c3)Cc3ccccc3)CC2)cc1 (stereo unspecified)	1	.	.	19	18	29	6	-12
COc1ccc(CN2C(=O)CSCC2(C)C(=O)Nc2ccc3c(c2)OCCO3)cc1 (stereo unspecified)	.	-2	.	-1	-1	-6	.	5
CCN(CC(=O)Nc1c(F)cccc1F)C(=O)C1CCN(S(=O)(=O)c2ccc(C)cc2C)CC1	2	5	.	-2	-6	2	.	-3
O=C(NCC(F)(F)F)[C@H]1[C@H](CO)[C@H]2Cn3c(ccc(-c4cccnc4)c3=O)[C@@H]1N2Cc1ccccc1	-3	-1	.	-7	.	1	.	.
C[C@@H]1CCCCO[C@@H](CN(C)C(=O)C2CCCCC2)[C@H](C)CN([C@@H](C)CO)C(=O)c2cc(NC(=O)Nc3ccc(C(F)(F)F)cc3)ccc2O1	3	1	11	7	.	0	-13[16.7 µM]	.
O=C(Nc1ccc(-n2nncc2-c2ccco2)cc1)c1cccc(F)c1	0	.	2	-2	.	.	-1	-1
COc1ccc(NC(=S)N2CCNC(=O)C2CC(=O)Nc2ccc(C)cc2)cc1 (stereo unspecified)	-12	2	4	-4	6	-2	-2	5
Cc1cc(C)cc(C(=O)N2CCCCCC2)c1	-1	.	0	.	.	.	4	-4
O=C(CCS(=O)(=O)c1ccccc1)NNC(=O)CSc1ccccc1F	1	0	2	11	-1	-1	2	1
CCOC(=O)CCc1c(C)c2ccc(OCc3nn[nH]n3)cc2oc1=O	1	.	-5	.	7	.	-3	-3
O=C(NCC1CCCO1)/C(=C\c1cccs1)NC(=O)c1ccccc1 (stereo unspecified)	-1	-1	.	7	-18	-1	.	8
COc1ccccc1C(c1nnnn1CC1CCCO1)N1CCN(c2ccccc2)CC1 (stereo unspecified)	-2	1	.	.	15	4	19	7
CNC[C@@H]1OCCCC[C@H](C)Oc2ccc(NS(=O)(=O)c3ccc(C)cc3)cc2C(=O)N([C@@H](C)CO)C[C@H]1C	15	3	16	22	-8	6	5[16.7 µM]	-2
CN(C(=O)Nc1ccc(Cl)cc1)n1cnc2ccccc2c1=O	-1	-3	-4	-16	-21	-9	2	-3
O=C(CCc1nnc2ccc(NCc3ccco3)nn12)N1CCN(c2ccc(F)cc2)CC1	2	1	5	-9	26	.	-5	0
COc1ccc(CN2C(=O)C(CC(=O)NCCCN(C)C)CC(C(=O)N3CCOCC3)=C2C)cc1 (stereo unspecified)	-1	-2	8	-4	-22	-1	4	1
C/C=C/c1ccc(C2[C@@H]3CN(Cc4cc(OC)cc(OC)c4)C[C@H]2N3)cc1 (stereo partly specified)	.	-1	-20	15	32	0	.	2
CCCC(=O)Nc1ccc2c(c1)OC[C@H](C)N(Cc1ccccn1)C[C@H](C)[C@@H](OC)CN(C)C2=O	.	-1	-8	2	.	1	.	4
CC(C)NC(=O)N(C)C[C@@H]1OCCCC[C@H](C)Oc2ccc(NC(=O)Nc3ccccc3)cc2C(=O)N([C@H](C)CO)C[C@@H]1C	0	1	-2	2	7	.	-7[16.7 µM]	1
COc1ccccc1NC(=O)N1C[C@@H]2[C@H](c3ccccc31)[C@H](CO)N2CC1CCOCC1	6	-1	-6	-3	10	-2	-12[16.7 µM]	-1
Cc1ccccc1C(=O)NNC(=S)NC(=O)c1cccs1	5	2	.	9	-20	4	0	5
CCOc1ccc2[nH]c(=O)c(C(c3nnnn3C3CCCCC3)N3CCN(CC)CC3)cc2c1 (stereo unspecified)	4	.	-6	.	13	.	6	3
NC(=O)c1cccc(Nc2nc(C(N)C3CCCCC3)cs2)n1 (stereo unspecified)	1	0	10	-14	11	19	-2	24
O=C(CN(c1ccc(F)cc1)S(=O)(=O)c1ccc2c(c1)OCCO2)NCc1ccccn1	0	.	4	.	5	.	19	8
CC(C)(c1ccccc1)c1ccc(OCC(O)CN2CCCC2)cc1 (stereo unspecified)	-3	-12	0	-12	-43	22	2	-4
C/C=C/c1cnc2c(c1)C(=O)N([C@@H](C)CO)C[C@H](C)[C@@H](CN(C)C(=O)Cc1cccnc1)O2	-1	1	6	14	-14	-11	0[16.7 µM]	.
Clc1ccc(CN2CCC(c3ccccc3)CC2)cc1	-3	-4	10	-2	-3	-2	7	1
CC(=O)Nc1ccc(NC(=O)CN(C)S(=O)(=O)c2ccc3nc(C)sc3c2)cc1	.	-4	0	3	-3	13	.	4
CO[C@@H]1CN(C)C(=O)c2cc(NC(=O)NC(C)C)ccc2OC[C@@H](C)N(Cc2ccccc2)C[C@H]1C	2	1	1	-4	15	5	.	-6
Cc1ccc(C)c(NC(=O)COC(=O)Cc2ccsc2)c1	.	14	.	1	10	5	.	1
Cc1ccc(NC(=O)Cc2nnc(SCC(=O)c3ccc(Br)cc3)n2C)cc1	0	.	-4	14	.	.	-3	-10
COCC(=O)Nc1ccc2c(c1)[C@H]1C[C@H](CC(=O)NCCc3ccccc3)O[C@@H](CO)[C@H]1O2	0	-1	3	8	10	-6	-2[16.7 µM]	-12
COc1ccc(CN(C)C[C@H]2Oc3ccc(NC(=O)Nc4ccccc4)cc3CC(=O)N([C@@H](C)CO)C[C@@H]2C)cc1	0	2	-3	3	.	-6	3[16.7 µM]	.
CCOC(=O)Cc1csc(NC(=S)NC(=O)c2ccccc2C)n1	3	-1	2	-4	.	11	4	.
COc1cc(/C=C/C(=O)c2ccccc2O)cc(OC)c1OC	-1	-4	9	12	.	-1	1	.
CCOC(=O)/C(C#N)=C/C=C1\C=Cc2ccccc2N1CC	.	-9	.	-8	4	-12	.	-5
COC(=O)c1nc(N)sc1-c1ccc(Cl)cc1	.	-5	.	9	-21	-2	.	10
Cc1c(Cl)cccc1NC(=O)C1CCN(S(C)(=O)=O)CC1	.	-1	-1	10	5	0	.	.
NC(=O)C1CCN(C(=O)CC(c2ccccc2)c2ccccc2)CC1	-2	-1	-2	0	13	9	2	11
Cc1cccc(S(=O)(=O)N[C@@H]2CC[C@@H](CCn3cc(-c4ccccn4)nn3)O[C@H]2CO)c1	1	0	-14	4	15	-1	.	-13
Cc1ccc(-c2csc(C(O)c3ccccc3)n2)cc1C (stereo unspecified)	-1	3	0	-64	-91	-81	1	3
O=C(c1ccc(Oc2ccc([N+](=O)[O-])cc2Cl)cc1)N1CCCC1	.	3	.	1	15	-6	.	2
CCN1CCN(Cc2ccc(NC(=O)c3ccc(C)c(NC(=O)C(=O)c4c[nH]c5ccccc45)c3)cc2C(F)(F)F)CC1	-1&1&-1	-9&3	2	19&20	101*	59*!	-27&-23&-19	2&-2
O=C(NCCC(=O)N1CCCCCCC1)c1ccc(Cl)cc1	-2	-130	4	-11	-6	-14	-5	17
Cc1ccccc1CN(C)C[C@H]1OCc2cn(nn2)CCCC(=O)N([C@@H](C)CO)C[C@H]1C	97*	-6	-2	-5	.	-2	12[16.7 µM]	-6
Cc1ccc(C)c(Nc2c([N+](=O)[O-])c(=O)oc3ccccc23)c1	-5	1	26	3	9	26	2	1
C[C@H](CO)N1C[C@H](C)[C@@H](CN(C)Cc2cncnc2)Oc2ncc(-c3ccc(C#N)cc3)cc2C1=O	-3	4	5	-4	.	3	.	-3
CC(C)NC(=O)N[C@@H]1CC[C@@H](CCn2cc(-c3ccc(F)cc3)nn2)O[C@H]1CO	3	1	4	2	-58	-35	.	.
CN1CCc2c(sc3c2C(=O)NC(c2ccc(-c4ccc(Cl)cc4)o2)N3)C1 (stereo unspecified)	1	-7	29	.	4	-6	4	-1
C[C@@H]1CCCCO[C@H](CN(C)CC2CCCCC2)[C@H](C)CN([C@@H](C)CO)C(=O)c2cc(NC(=O)CCCCCC(=O)Nc3ccccc3N)ccc2O1	1	-5	3	-77	47	49	8[16.7 µM]	.
COc1ccc(C(=O)c2ccc(OC)c(Br)c2)cc1Br	-3	0	10	5	4	0	0	7
CN1CCN(S(=O)(=O)c2cccc(C(=O)NCCC3=CCCCC3)c2)CC1	2	-139	.	-2	-18	2	0	2
CCNc1c(C(=O)O)ccc2c1C(=O)c1ccccc1C2=O	-2	.	-9	12	21	.	-7	1
C[C@H]1CN([C@@H](C)CO)C(=O)Cc2cc(NC(=O)Nc3ccc(C(F)(F)F)cc3)ccc2O[C@H]1CN(C)CC1CC1	-1	-1	-10	.	.	6	-8[16.7 µM]	.
O=C(CN(C(=O)c1ccccc1)C(=O)c1ccccc1)OCc1ccccc1	.	4	3	-5	5	1	6	-5
CC12CC(NC(=O)N1CCc1ccccc1)c1ccccc1O2 (stereo unspecified)	-3	.	2	.	-8	.	17	.
O=C(c1cc2ccccc2cc1O)N1CCCC(C(F)(F)F)C1 (stereo unspecified)	3	-2	-5	0	14	10	20	-10

Molecules from the list above that have bromine:
SMILES	Cneo AK release	CASP6 VEID inh	PGC1a acetyl inh	LGR2 inh	PAX8 inh HTS	EWS-Fli inh	miR-122 sensor	FN deposit inh
Cc1ccc(NC(=O)Cc2nnc(SCC(=O)c3ccc(Br)cc3)n2C)cc1	0	.	-4	14	.	.	-3	-10
COc1ccc(C(=O)c2ccc(OC)c(Br)c2)cc1Br	-3	0	10	5	4	0	0	7

Arranged by the number under LGR2 inh (falling): five of the compounds above.
SMILES | LGR2 inh
CCNc1c(C(=O)O)ccc2c1C(=O)c1ccccc1C2=O | 12
O=C(c1cc2ccccc2cc1O)N1CCCC(C(F)(F)F)C1 (stereo unspecified) | 0
CN1CCN(S(=O)(=O)c2cccc(C(=O)NCCC3=CCCCC3)c2)CC1 | -2
O=C(CN(C(=O)c1ccccc1)C(=O)c1ccccc1)OCc1ccccc1 | -5
C[C@@H]1CCCCO[C@H](CN(C)CC2CCCCC2)[C@H](C)CN([C@@H](C)CO)C(=O)c2cc(NC(=O)CCCCCC(=O)Nc3ccccc3N)ccc2O1 | -77

(continued)
SMILES	Cneo AK release	CASP6 VEID inh	PGC1a acetyl inh	LGR2 inh	PAX8 inh HTS	EWS-Fli inh	miR-122 sensor	FN deposit inh
NC(COCc1ccccc1)c1csc(Nc2ccccn2)n1 (stereo unspecified)	0	-1	-15	3	25	-2	2	0
COc1ccc(C(C)C)cc1S(=O)(=O)NC1CCCC1	-1	0	.	-3	6	.	55	6
COCC1CCN(C(=O)c2ccc3oc(C(C)C)nc3c2)C1 (stereo unspecified)	-1	3	4	-23	-42	-26	-4	2
C=CCNC(=S)NC1CC(C)(C)NC(C)(C)C1	.	-2	.	.	-13	1	.	3

High-throughput results: PubChem BioAssay, Broad Institute
